# Source: PubChem BioAssay
# GALK inhibitor: inhibitors of human galactokinase | Potency, µM (doses to about 57.5 µM), without a hit: top-dose activity change, negative = inhibition, actives largely listed as inhibitors | AID 1868 | 270,000 compounds, 0.007% hits | Purified GALK, Kinase-Glo residual ATP luminescence; also: potency is read from the fitted curve at half-maximal effect; % is scaled to controls: 0 for no effect and ±100 for the full control effect
#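 Quantitative HTS: GALK 5 nM, ATP 35 uM, galactose 100 uM, 1 h room temperature, then luciferase-based ATP detection.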
# TSHR antag: antagonists of human thyroid stimulating hormone receptor; 330,000 compounds, 0.2% hits; AID 504810; activity change, negative = inhibition, % at 11.5 µM; TSHR-expressing cells, TSH-stimulated cAMP HTRF, 2 h; active compounds read low;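 active = activity change below a set negative limit, meaning inhibition stronger than a set level, cut at about -70% in these data; inconclusive = activity change between two set negative limits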; also: % is scaled to controls: 0 for no effect and ±100 for the full control effect
#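 Antagonism was scored as loss of TSH-driven cAMP in TSHR cells, stimulated with 4nM TSH (EC80) for 2 hours at 37 deg C and detected by homogeneous HTRF competition immunoassay.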
# Tb PFK block: inhibitors of T. brucei phosphofructokinase; O15648; T. brucei PFK, ADP-Glo luminescence; Potency, µM (doses to about 57.5 µM), for the others: at the top dose activity, negative = inhibition, actives largely listed as inhibitors; 330,000 compounds, 0.17% hits; AID 485367;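 also: potency is read from the fitted curve at half-maximal effect; 0% = uninhibited 1x PFK enzyme wells and -100% = no-enzyme wells; nearly all actives have a fitted effect of over 60% in size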
#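 In TEA buffer at pH 8.0 with 5 mM MgCl2, enzyme (1.25 nM) converted F6P (0.5 mM) and ATP (0.1 mM) for 45 min at room temperature. ADP product was read by luciferase luminescence.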
# AT treatment: potential ataxia-telangiectasia treatments restoring KAP-1 phosphorylation. 320,000 compounds, 0.19% hits. […] A-T fibroblasts, KAP-1 phosphorylation AlphaLISA; neocarzinostatin DNA damage 30 min before lysis. Potency, µM (series often up to 57.5 µM), inactives show top-dose activation, hits mostly activators; also: potency is read from the fitted curve at half-maximal effect; % of control where 0% means no effect; nearly all actives have a fitted effect of over 45% in size
#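 ATM-like activity read as KAP-1 phosphorylation via AlphaLISA donor/acceptor antibody pairs after lysis and 6 hr at 25C. Cells were ATM-null patient fibroblasts ([…], hTERT), dosed 60 min, then exposed to the DSB inducer NCS for 30 min.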
# MLL CXXC-DNA inh: MLL CXXC-DNA interaction inhibition | Q03164 | MLL-CXXC / FITC-HOXA9 DNA fluorescence polarization | Potency, µM (titrated, usually from 115 µM), for inactives: at the highest dose activity change, negative = inhibition, usual class: inhibitors | 290,000 compounds, 0.037% hits; active = well fitted inhibition curve with a large enough effect in the polarisation, with a control signal flat, not every such curve was filed as active; inconclusive = small, poorly fitted or top-dose-only effect, or effect the other way, or a change in a side signal; inactive = no such curve, though single readings can be large or run the other way; the % refers to the polarisation; also: potency is read from the fitted curve at half-maximal effect
#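 Fluorescence polarization: 7 uM MLL-CXXC (stock) preincubated 5 min with compounds, then 50 nM fluorescein-HOX-A9 DNA (stock) added; 30 min ambient. Buffer 50 mM Tris-HCl pH 7.5, 50 mM NaCl, 1 mM DTT, 0.05% BSA.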
# TCR act: activators of T cell receptors | primary human leukocytes, anti-CD3, IL-2 HTRF, 48 h | Potency, µM (series often up to 9.22 µM), without a hit: top-dose activation of IL-2 secretion, most hits filed as activators | 330,000 tested, under 10 active | AID 504894; also: % of control where 0% means no effect
#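 Compounds are tested in HTS on primary human leukocytes co-incubated with a-CD3 beads for 48 hr. IL-2 output is measured by time-resolved FRET.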
# KCNH2 WT inh: blocks the wildtype human KCNH2 potassium channel | Q12809 | AID 720551 | 340,000 compounds, 0.37% hits | U2OS, BacMam KCNH2, thallium flux FluxOr; active compounds read low | activity change, % at 1.84 µM;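 active = maximum activity change below -70%; inconclusive = maximum activity change between -70% and -50%; inactive = maximum activity change above -50%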; also: % is scaled to controls: 0 for no effect and ±100 for the full control effect
#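 U2OS cells were transduced with wild-type KCNH2 virus (2.03 x 10^8 / mL) for 4 h at room temperature, then cultured overnight at 37 C. Thallium flux was read with FluxOr dye. Rate constants were normalized to DMSO controls.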
# Coupling enz: counter-screen for Giardia aldolase inhibitors: coupling enzyme system. coupling enzyme system counterscreen, AmpLite Red fluorescence. activity change, negative = inhibition, % at 58.2 µM, hits read low. 290,000 compounds, 0.67% hits. AID 2472; in the data active = activity change below about -30%; also: % is scaled to controls: 0 for no effect and ±100 for the full control effect
#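 Compounds tested against the coupling enzymes alone at 57.5 uM final; readout was AmpLite Red fluorescence (525/598 nm) after 20 min at RT.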
# BCR signal inh: blocks chronic active B-cell receptor signaling; ABC-DLBCL IkBa-CBG/CBR reporter, luminescence ratio, 4 h; Potency, µM (titrated, usually from 46.1 µM), for the others: at the top dose ratio change, negative = lower green/red ratio, usual class: inhibitors; 340,000 compounds, 0.05% hits; AID 493014; active = well fitted inhibition curve with a large enough effect in the signal ratio, with a control signal flat, not every such curve was filed as active; inconclusive = small, poorly fitted or top-dose-only effect, or effect the other way, or a change in a side signal; the % refers to the signal ratio;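 also: potency is read from the fitted curve at half-maximal effect; plate controls were basal doxycycline-induced cells for no effect and cells given 10 µM MG132 for full effect; MG132 reads +100%, hits lower the ratio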
#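 Concentration-response series (up to 46 uM) were applied to TMD8 dual-reporter cells for 4 h at 37C with doxycycline. Green/red ratio, after filter-overlap correction, defined %Activity; red signal alone was normalised to basal cells and zero luminescence.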
# Giardia kill: kills Giardia lamblia. Giardia lamblia trophozoite viability. activity change, % at 7.66 µM, hits read low. 340,000 compounds, 0.15% hits. AID 540267; in the data active = activity change below about -80%; inconclusive = between about -30% and that limit;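 also: parasites exposed to compound for two days anaerobically before the ATP read; % is scaled to controls: 0 for no effect and ±100 for the full control effect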
#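 Luminescence from cellular ATP indicates surviving trophozoites (100 cells/well) following 48 hrs anaerobic compound treatment at 37 deg C; signal develops 15-30 min at room temperature.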
# * marks the source's active call; other numbers are inactive results; ? = inconclusive; nt = not tested or not shown; [ ] = another dose, or the depositor's remark. Unless noted, calls follow the shape of the dose curve; as a rule, active = well fitted curve in the direction sought with a large enough effect; inconclusive = small, poorly fitted or top-dose-only effect, or another doubt; inactive = no such curve, though single readings can be large; an effect the other way counts as inactive or inconclusive.
SMILES,GALK inhibitor,TSHR antag,Tb PFK block,AT treatment,MLL CXXC-DNA inh,TCR act,KCNH2 WT inh,Coupling enz,BCR signal inh,Giardia kill
Cc1nnc(N/N=C/C2CC=CCC2)[nH]c1=O (stereo not drawn),4%,-6,-9%,4%,-4%,1%,13,-1,?,-15
CCC1CCCCN1CCCNC(=O)CNC(=O)c1nn(-c2ccc(OC)c(Cl)c2)c(=O)c2ccccc12 (stereo not drawn),1%,8,0%,-1%,-17%,-7%,-6,-3,7%,16
Cc1cccc(OCc2nc(-c3ccc(-n4cccc4)cc3)no2)c1,1%,-2,-1%,18%,-3%,1%,-3,3,?,10
O=C(O)CCCC(=O)N1CCCC1,0%,-2,2%,-2%,-7%,-10%,2,1,-24%,-6
COc1ccc(OC)c2[nH]c(=O)c(CCNC(=O)c3ccc(Br)o3)cc12,5%,-10,-8%,0%,-3%,-7%,-7,-18,0%,6
COc1ccc(CNC(=O)C(=O)NCC2CCCN2S(=O)(=O)c2cccs2)cc1 (stereo not drawn),nt,4,-4%,16%,nt,-4%,6,nt,1%,-9
O=C(Cc1ccccc1[N+](=O)[O-])NCc1ccccc1Cl,1%,7,0%,-2%,-4%,3%,-5,nt,-2%,-5
O=C(CN(C(=O)CNC(=O)c1cccs1)c1ccccc1F)NC1CCCC1,-1%,-3,-2%,-7%,-4%,2%,18,1,-13%,6
CN(CC(=O)Nc1ccc(C#N)cc1)Cc1ccc(Cl)cc1,-2%,-5,-5%,9%,1%,-4%,14,-1,1%,9
O=C(COC(=O)c1ccccc1NC(=O)c1ccccc1)c1ccc([N+](=O)[O-])cc1,-2%,-17,-8%,8%,8%,-12%,18,-1,?,5
Nc1cc(Cl)nnc1Cl,7%,-7,-17%,-4%,3%,2%,2,2,-6%,-9
COc1ccccc1N1CCN(C2CCCN(C(=O)CN3CCCCC3=O)C2)CC1 (stereo not drawn),3%,19,-18%,0%,6%,1%,6,5,-1%,2
CCOC(=O)C1=C(CP(=O)(c2ccccc2)c2ccccc2)NC(=O)NC1c1ccc(Cl)cc1 (stereo not drawn),0%,4,-7%,-4%,-1%,0%[46.1 µM],3,2,?,-9
CC(C)(C)C1CCc2onc(C(=O)Nc3cccnc3)c2C1 (stereo not drawn),5%,-1,-4%,0%,-7%,0%,24,0,2%,5
O=C(c1ccc(CS(=O)c2ccccc2Cl)o1)N1CCN(c2ccccn2)CC1 (stereo not drawn),-2%,-6,0%,9%,30%,-6%,8,nt,-2%,8
COc1ccc(Cl)cc1NC(=O)N1CCN(S(C)(=O)=O)CC1,2%,nt,nt,nt,-2%,-4%,24,1,nt,1
Cc1ccc2c(c1)N(C(=O)CCC(=O)NCCCN1CCOCC1)CCO2,nt,10,-6%,-3%,nt,4%,-4,3,-5%,-23
CSc1nnc(-c2cc3c(-c4ccccc4)nn(C)c3s2)n1C,-3%,12,2%,-5%,13%,-2%,-1,-1,?,11
COc1ccc(C2N=C(N)N=C(N)N2c2ccccc2OC)cc1OC (stereo not drawn),nt,9,0%,-5%,15%,2%,1,-1,-4%,-1
O=C(CSc1nncs1)Nc1ccc2c(c1)OCO2,-2%,4,-2%,1%,-7%,-1%,-1,2,4%,5
CN(C)S(=O)(=O)c1cccc(C(=O)Nc2ccccc2N2CCCCC2)c1,8%,-15,1%,-1%,10%,-7%,-9,4,-4%,-6
Cc1cc(NS(=O)(=O)c2ccc(NC(=O)/C=C/c3c(F)cccc3Cl)cc2)no1,4%,-7,2%,8%,?,-4%,-22,7,-17%,-18
COc1ccccc1/C=N/NC(=O)c1ccc(Cn2nc([N+](=O)[O-])cc2C)cc1,3%,-9,-1%,-1%,-4%,-3%[46.1 µM],-2,0,1%,17
O=C(Nc1cccc(S(=O)(=O)N2CCOCC2)c1)c1ccccc1[N+](=O)[O-],nt,5,-3%,-7%,nt,7%,15,nt,0%,15
O=C1OC(Nc2ccc(Br)cc2F)c2ccccc21 (stereo not drawn),4%,nt,0%,14%,-1%,-6%,-9,-1,?,0
CN1CCN(C(=O)c2ccc3c(c2)N(Cc2cccc(Cl)c2)C(=O)c2ccccc2S3(=O)=O)CC1,-8%,11,-1%,3%,-2%,-1%,2,nt,?,-14
CCOC(=O)/C(C(N)=NCC(C)C)=C(/O)c1ccccc1,-3%,-4,?,5%,-1%,-6%,10,-4,?,8
CC(=O)Nc1ccc(S(=O)(=O)N2CCCC(C(=O)O)C2)cc1 (stereo not drawn),9%,15,-4%,-1%,9%,-6%,-9,2,-4%,1
CCCCN(CC)CCNC(=S)Nc1ccc2nc(N3CCN(C)CC3)cc(C)c2c1,0%,-28,0%,2%,65%[activator],0%,2,0,?,10
CC(Oc1ccc(Cl)cc1Cl)C(=O)NNC(=O)c1cccnc1 (stereo not drawn),-3%,0,-1%,2%,17%,-7%,-43,4,-12%,10
CCN(CC)CCNC(=O)C(C)c1nn(CC)c(=O)c2ccccc12 (stereo not drawn),-1%,2,-3%,-9%,10%,-2%[46.1 µM],3,2,-12%,5
COc1ccc(C(CNC(=O)c2cc3c(s2)CCC(C)C3)N2CCOCC2)cc1 (stereo not drawn),nt,12,8%,2%,nt,3%,17,nt,-2%,-8
O=C(COc1ccccc1Cl)N1N=C(c2cccs2)CC1c1ccco1 (stereo not drawn),nt,2,0%,10%,nt,-2%,3,nt,-4%,25
CCOc1cc(/C=N/NC(=O)c2cccnc2)ccc1OCc1ccc(C(=O)OC)o1,0%,6,0%,12%,-1%,-3%,4,0,-6%,4
CCn1nc(C(=O)NCC(c2cccs2)N2CCOCC2)c2ccccc2c1=O (stereo not drawn),-5%,46,2%,8%,?,-8%,-1,-5,?,26
Cc1c(C)c2c(OCC(=O)Nc3cccnc3)cc3c(c2oc1=O)CCC(C)(C)O3,nt,-5,3%,3%,-3%,-5%,10,1,-1%,-3
CC(=O)Nc1nnc(-c2ccc3c(c2)CCCC3)o1,2%,-4,1%,3%,-4%,-3%,-1,0,?,-1
Cc1ccc2nc(-c3ccccn3)cc(C(=O)N3CCN(c4ncccn4)CC3)c2c1,-5%,-10,0%,-1%,-2%,-1%,-1,3,3%,-10
CCOC(=O)c1ccc(S(=O)(=O)N2CCN(C(=O)c3ccccn3)CC2)cc1,nt,nt,9%,-7%,nt,2%,0,nt,0%,7
NCC1CCC(C(=O)Oc2ccc(CCC(=O)O)cc2)CC1 (stereo not drawn),nt,nt,nt,nt,7%,-4%,-8,nt,nt,11
Cc1cnc(C(=O)N2CCCC(N3CCN(c4ccccc4F)CC3)C2)cn1 (stereo not drawn),-5%,-2,-3%,-2%,8%,-7%,1,1,3%,4
O=C(C1CC1)N1N=C(c2ccc(Br)cc2)CC1(O)C(F)(F)F (stereo not drawn),1%,-9,2%,5%,-17%,13%,-1,2,?,0
COc1ccc(NS(=O)(=O)c2cc(NC(=O)c3ccc(=O)[nH]c3)ccc2N2CCCC2)cc1,6%,-8,-4%,15%,-8%,0%,18,nt,?,-2
O=C(CSc1nncs1)N1c2ccccc2Sc2ccccc21,-1%,-71*,-3%,6%,2%,1%,7,1,-6%,-6
Cc1ccccc1NS(=O)(=O)c1ccc2[nH]cc(C(=O)NC3CCCCC3)c(=O)c2c1,nt,-13,-11%,-11%,nt,nt,nt,nt,?,nt
COc1ccc(OC)c(S(=O)(=O)N2CCCc3ccccc32)c1,0%,2,-4%,6%,9%,2%,6,-7,1%,9
O=[N+]([O-])c1cccc(/C=N/Nc2nc(N3CCOCC3)nc(N3CCOCC3)n2)c1,-1%,-8,0%,-2%,2%,-5%[46.1 µM],5,-2,-4%,5
OCCNCCCCOc1ccc(OCc2ccccc2)cc1,0%,13,-3%,-4%,12%,-4%[46.1 µM],3,1,?,-3
CC(C)(C#CCN1CCCCC1)OCCOC(c1ccccc1)c1ccccc1,nt,29,1%,nt,1%,1%[46.1 µM],0,-2,6%,1
CC(C)CN(CC(C)C)C(=O)COc1ccccc1C(N)=O,3%,6,0%,-3%,7%,3%,-3,-1,4%,19
O=C(NC1CCCC1)c1ccc(CS(=O)(=O)c2ccc(Br)cc2)o1,3%,10,2%,-2%,26%,3%,2,0,-11%,-1

# Quoted at random: three entries already listed.
SMILES,GALK inhibitor,TSHR antag,Tb PFK block,AT treatment,MLL CXXC-DNA inh,TCR act,KCNH2 WT inh,Coupling enz,BCR signal inh,Giardia kill
O=C(NC1CCCC1)c1ccc(CS(=O)(=O)c2ccc(Br)cc2)o1,3%,10,2%,-2%,26%,3%,2,0,-11%,-1
CC(C)(C#CCN1CCCCC1)OCCOC(c1ccccc1)c1ccccc1,nt,29,1%,nt,1%,1%[46.1 µM],0,-2,6%,1
Cc1cnc(C(=O)N2CCCC(N3CCN(c4ccccc4F)CC3)C2)cn1 (stereo not drawn),-5%,-2,-3%,-2%,8%,-7%,1,1,3%,4
